# STK33 inh – inhibitors of human STK33 kinase; Q9BYT3; purified STK33, MBP phosphorylation, ADP-Glo luminescence; inhibition, % at 10 µM; actives 0.073% (n = 320,000); AID 2661;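 active = inhibition at or above 25%, using the most active replicate where run in duplicate; inactive = inhibition below 25%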
# Target sequence (Q9BYT3 whole entry, looked up): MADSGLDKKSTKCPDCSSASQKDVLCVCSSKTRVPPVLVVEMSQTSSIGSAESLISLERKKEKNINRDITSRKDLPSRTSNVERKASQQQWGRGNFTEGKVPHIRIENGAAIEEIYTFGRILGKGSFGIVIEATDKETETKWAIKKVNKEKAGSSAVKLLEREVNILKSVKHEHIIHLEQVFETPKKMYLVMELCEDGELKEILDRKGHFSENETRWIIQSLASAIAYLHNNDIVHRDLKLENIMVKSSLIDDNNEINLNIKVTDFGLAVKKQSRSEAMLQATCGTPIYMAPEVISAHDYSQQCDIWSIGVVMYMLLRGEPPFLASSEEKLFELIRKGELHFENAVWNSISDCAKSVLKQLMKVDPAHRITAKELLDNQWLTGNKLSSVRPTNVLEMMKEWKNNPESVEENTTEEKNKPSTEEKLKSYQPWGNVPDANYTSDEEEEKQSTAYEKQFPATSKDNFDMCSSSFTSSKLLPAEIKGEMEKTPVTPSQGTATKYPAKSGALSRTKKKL
# OX1R antag – OX1R (human) antagonism | inhibition, % at 6.6 µM | OX1R-expressing cells, FRET antagonist read-out | AID 485270 | actives 1.8% (n = 330,000) | O43613; in the data active = inhibition mostly above about 38%, no sharp cut-off; inactive = mostly below about 40%;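 also: 0% = agonist challenge alone and 100% = reference antagonist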
# Active calls of the source: *; . = no result given. Not a hit list; any-hit rate near 1.8%.
SMILES,STK33 inh,OX1R antag
CC(C)C1Oc2ccccc2C(=O)N(CC(=O)c2ccc3c(c2)OCCO3)C1=O (stereo unspecified),1.1,5
CCOC(=O)C1CCN(C(=O)c2cc(S(=O)(=O)N3CCCCCC3)ccc2OC)CC1,-0.1,17
O=C(NCCc1ccccc1)c1c(F)c(F)c(F)c(F)c1F,-1.3,12
COc1cc(C2c3c(n[nH]c3C)C(=O)N2c2ccc(Br)cc2)ccc1O (stereo unspecified),0.8,29
Cc1cc(C)c(C)c(OCC(=O)O/N=C(\N)c2cccnc2)c1,0.3,22
CCOC(=O)C(C)Oc1ccc(NC(=O)C(Cl)(Cl)Cl)cc1 (stereo unspecified),-0.5,30
Cc1nc2sc(C#N)c(N)c2c2c1CCCC2,8.5,63
C/C(=N\NC(=O)CN1CCN(S(=O)(=O)c2ccc(C)cc2)CC1)c1ccncc1,0.6,13
COC(=O)/C=C1\SC(N)=NC1=O,0.1,27
COc1ccc(NC(=O)CC2C(=O)NCCN2C(=O)c2ccc(Cl)cc2)cc1 (stereo unspecified),0.5,3
CC(C)CCN1CCN(Cc2cc3ccccc3[nH]2)CC1CCO (stereo unspecified),-2.0,-7
O=C(C/C(=N/O)c1ccccc1O)C(F)F,-1.5,8
CCc1ccccc1OCCOc1ccc(C)cc1OC,-0.3,15
CCOc1ccc(C(=O)Nc2ncccc2Cl)cc1,1.3,35
COc1cccc(/C=C2\NC(=O)NC2=O)c1O,-1.6,13
N#Cc1ccccc1OCC(=O)Nc1c(C(=O)C2CC2)oc2ccccc12,-1.1,15
C=CCn1c(SCC(=O)N2c3ccccc3Sc3ccccc32)nnc1-c1ccco1,0.7,12
CC(Sc1nnc(-c2ccco2)o1)C(=O)NCCC1=CCCCC1 (stereo unspecified),-2.3,21
Cc1ccc(S(=O)(=O)n2cnc3ccccc32)cc1,-0.9,7
Cc1cccc(OCCn2c(-c3ccco3)nc3ccccc32)c1,-0.3,12
c1ccc(Cc2nnc3sc(-c4ccc5c(c4)OCO5)nn23)cc1,-0.7,15
CCO[C@@H]1OC(C(=O)NCc2nc3ccccc3[nH]2)=C[C@H](c2coc3ccccc3c2=O)[C@H]1CCCO,1.0,23
O=C(NNC(=O)C1CCN(S(=O)(=O)c2ccc(Cl)cc2)CC1)c1ccccc1O,-1.1,15
CCCCCNc1nc(-c2ccccc2)cs1,-0.7,14
CCOC(=O)C1=C(c2ccccc2)NC(=O)NC1c1ccsc1 (stereo unspecified),-1.6,.

# In the list so far, 2 contain a thiophene ring, fused or not:
SMILES,STK33 inh,OX1R antag
Cc1nc2sc(C#N)c(N)c2c2c1CCCC2,8.5,63
CCOC(=O)C1=C(c2ccccc2)NC(=O)NC1c1ccsc1 (stereo unspecified),-1.6,.

# Random excerpt: 5 compounds from above
SMILES,STK33 inh,OX1R antag
N#Cc1ccccc1OCC(=O)Nc1c(C(=O)C2CC2)oc2ccccc12,-1.1,15
CCc1ccccc1OCCOc1ccc(C)cc1OC,-0.3,15
Cc1nc2sc(C#N)c(N)c2c2c1CCCC2,8.5,63
COc1ccc(NC(=O)CC2C(=O)NCCN2C(=O)c2ccc(Cl)cc2)cc1 (stereo unspecified),0.5,3
O=C(NCCc1ccccc1)c1c(F)c(F)c(F)c(F)c1F,-1.3,12

# (continued)
SMILES,STK33 inh,OX1R antag
Cc1cnc(NC(=O)C2CC(=O)N(c3cccc(Cl)c3)C2)s1 (stereo unspecified),-0.7,13
O=C(CCS(=O)(=O)c1ccccc1)NNC(=O)CSc1ccccc1F,-1.2,4
CCN(CC)c1ccc(/C=C2\C(=N)N3N=C(CC(=O)N4CCOCC4)SC3=NC2=O)cc1,-0.3,-1
O=C(O)C1CCN(c2nc(-c3ccccc3)c3cc(Br)ccc3n2)CC1,-0.9,4
O=C(Nc1ccc(NC(=O)C2CCCCC2)nc1)c1ccco1,-0.5,22
CC(C)Oc1nc(-c2ccc(Cl)cc2)nc2ccccc12,1.0,9
Cc1cc2occ(CC(=O)N(C)CC(=O)Nc3ccccc3C(F)(F)F)c2cc1C,0.6,18
Cc1cc(C(=O)O)ccc1-n1c(C)ccc1C,-0.6,38
Nc1ccc(C(=O)N2CCN(S(=O)(=O)c3ccc4c(c3)OCCCO4)CC2)cc1[N+](=O)[O-],-0.6,8
O=C(CCNC(=O)C1CCN(S(=O)(=O)c2ccccc2)CC1)NCc1cccc(Cl)c1,0.1,12
COc1ccccc1CCC(=O)OCC(=O)Nc1ccc(C)c(S(=O)(=O)N2CCCCC2)c1,-0.4,12
Cc1nnc(NC(=O)CSc2ncc(-c3ccccc3)[nH]2)s1,-3.7,6
CCNC(=O)CN1c2cccc3cccc(c23)S1(=O)=O,-1.9,49
CCNC(=O)CN1C(=O)NC(Cc2ccccc2)(Cc2ccccc2)C1=O,-0.9,4
COc1cc2nc(CN(C)Cc3ccc(Cl)cc3)[nH]c(=O)c2cc1OC,-1.0,9
C[C@@H](C(=O)N1CCN(C(=O)OC(C)(C)C)CC1)n1cc(CCCN=C(NC(=O)OC(C)(C)C)NC(=O)OC(C)(C)C)nn1,0.4,16
CC(=O)Nc1ccc(CN2CCCCCCC2)cc1,-1.7,10
COc1ccc(NC(=O)C=C(C)C)cc1Cl,1.3,15
CCN(CC)C(=O)Cn1cc(SCC(=O)NC)c2ccccc21,-0.6,28
Cn1c(C(=O)N2CCN(c3ccc(F)cc3)CC2)cc2ccccc21,-0.6,10
CN(C)c1ccc(NS(=O)(=O)c2cccc(Cl)c2)cc1,0.3,17
CSC(=NC(C)c1ccccc1)NS(=O)(=O)c1cccs1 (stereo unspecified),-0.1,5
CC(=C1C(=O)c2ccccc2C1=O)N1CCN(CCN=CC2=C(O)CC(C)(C)CC2=O)CC1,-0.6,14
CCc1nn(CC(=O)NC(C)CCc2ccccc2)c(=O)c2cc3occc3n12 (stereo unspecified),0.2,9
Cc1ccc2oc(=O)c3cnn(CC(=O)N4CCc5ccccc5C4)c3c2c1,-1.1,8

# Copied from the list:
# Reading of CC(C)Oc1nc(-c2ccc(Cl)cc2)nc2ccccc12 in STK33 inh: 1.0
# Reading of Cc1cnc(NC(=O)C2CC(=O)N(c3cccc(Cl)c3)C2)s1 (stereo unspecified) in OX1R antag: 13

# Next section:
SMILES,STK33 inh,OX1R antag
CCC(=O)c1ccccc1OCCCN1CCC(Cc2ccccc2)CC1,-1.7,14
CCc1cc2c(cc3c(=O)n(CC(=O)NCCCN4CCCCCC4)nc(CC)n32)s1,0.8,17
COCCNc1cc(C)nc2c(-c3ccccc3OC)c(C)nn12,0.4,21
COc1ccc(S(=O)(=O)N2CCCCCC2)cc1C(=O)N(C)CC(=O)Nc1ccccc1Br,-2.1,26
Clc1ccc(SCc2cn3ccccc3n2)cc1,1.6,20
CCN(CC(=O)Nc1cccc(S(=O)(=O)N(C)c2ccccc2)c1)Cc1cccs1,-0.4,20
C[C@@H](NC(=O)c1nc[nH]c1C(=O)N[C@@H](Cc1ccccc1)C(=O)OC(C)(C)C)c1ccccc1,0.4,46
COc1ccc(NC(=O)CN(C)C(=O)C(C)N2C(=O)c3ccccc3C2=O)cc1 (stereo unspecified),.,19
Cn1cc(C(=O)c2ccccc2C(=O)O)cc1C(=O)C(Cl)(Cl)Cl,-3.6,-11
O=C(COC(=O)c1ccco1)c1ccccc1,-0.9,18
Cc1ccc(-n2nc(C)c(C(=O)N3CCN(C(=O)c4ccco4)CC3)c2-n2cccc2)cc1,-1.7,14
COc1ccc(/C=C/C(=O)O)cc1S(=O)(=O)N1CCc2ccccc2C1,-1.3,12
CCC1CCCCN1CCCNC(=O)Cn1ncn2nc(-c3ccc(OC)cc3)cc2c1=O (stereo unspecified),1.1,22
CN(CCOc1ccccc1)CC(=O)Nc1ccc(Br)cc1F,0.7,11
CCN1CCN(c2ccc(S(=O)(=O)N3CCCCC3)cc2NC(=O)/C=C/c2cc(OC)ccc2OC)CC1,-0.4,21
CCc1nc2sc3c(Cl)ncnc3c2c2c1CCCC2,1.5,18
Cc1ccc(S(=O)(=O)N(CC(=O)N2CCCCCC2)c2ccccc2F)cc1,-0.3,6
CCCCC(=O)Nc1ccc(C(=O)NNC(=S)NC(=O)c2ccco2)cc1,-0.7,17
Cn1c(=O)[nH]c(=O)c2c1nc(N(CCO)Cc1ccccc1)n2Cc1ccccc1Cl,1.0,14
Nc1nc(F)cc(N2CCCCCC2)n1,-0.9,-2
CCOc1ccc(CN(C)C(=O)Cc2c[nH]c3ccccc23)cc1,-0.4,.
Cc1nnc(Cl)c2nn(-c3ccccc3)c(C)c12,-0.1,13
CCC(=O)N1CCN(c2ccc(NC(=O)c3ccc4c(c3)OCO4)cc2)CC1,-0.7,4
COc1ccc(N(C(C)C(=O)NC2CCCCCC2)S(C)(=O)=O)cc1 (stereo unspecified),-0.2,15
Cc1ccccc1NC(=O)CN(C)S(=O)(=O)c1cccc2cccnc12,-1.8,14

# The list continues.
SMILES,STK33 inh,OX1R antag
Cc1cccc(C(=O)N2c3ccccc3C(=O)OC2c2ccc3c(c2)OCO3)c1 (stereo unspecified),-2.4,17
CCOc1cc(NC(=S)NCC2CCCO2)c(OCC)cc1NC(=O)c1ccc(C)cc1 (stereo unspecified),-1.8,12
CCCCN(NC(C)=O)c1nc(Cl)nc(NC(C)C)n1,-2.8,-1
CCCN1Cc2cccc(C(=O)NC(CC(=O)OCC)c3ccc(OC(C)C)cc3)c2C1=O (stereo unspecified),-0.7,30
Cc1cccc(N2CCN(C(=O)CCCn3c(=O)c4cccn4c4cccnc43)CC2)c1C,0.6,23
COC(=O)c1ccccc1NC(=O)CSc1nnnn1C,-1.3,16
COc1cc(/C=C/C(=O)OCC(=O)NCc2cccs2)ccc1OC(F)F,0.3,22
COc1ccc(OC)c(CN2CCN(CC(=O)Nc3ccccc3C(=O)NC3CC3)CC2)c1,-0.2,2
COc1cccc(C(=O)Nc2cc(=O)n(C)c(=O)n2C)c1,-0.2,7
Cc1cc2ncc(-c3ccc(Cl)cc3)cn2n1,-0.3,22
COc1ccc(Cn2ccnc2)cc1[N+](=O)[O-],-1.0,20
Nc1cc(N2CCCC2)c(Cl)cc1[N+](=O)[O-],.,32
COc1ccc(OCC(=O)Nc2ccc(S(=O)(=O)Nc3cc(C)on3)cc2)cc1,.,15
CC(C)[C@H](NS(=O)(=O)c1ccc2c(c1)OCCO2)C(=O)OCC(=O)Nc1ccccc1,-0.6,14
O=C(CSc1ccc2c(c1)OCCO2)Nc1ccc(Cl)cn1,-0.5,9
CC(C)CN1C(=O)C(=O)N(CC(=O)NCc2ccc3c(c2)OCO3)C1=O,-1.8,20
CC1(NC(=O)COc2ccccc2-c2ccccc2)CCS(=O)(=O)C1 (stereo unspecified),-0.8,22
COc1cc2c(cc1NC(=O)c1cc(-c3cccnc3)nc3ccc(C)cc13)oc1ccccc12,-0.2,16
COc1ccc([C@@H](NC(=O)OC(C)(C)C)C(=O)OC(C)(C)C)cc1,-1.2,2

# Exported with values under each structure: part of the list above.
# Below each compound: STK33 inh | OX1R antag
COc1ccc(NC(=O)C=C(C)C)cc1Cl
  1.3 | 15
CCN(CC)c1ccc(/C=C2\C(=N)N3N=C(CC(=O)N4CCOCC4)SC3=NC2=O)cc1
  -0.3 | -1

# Source: PubChem BioAssay (several laboratories)
